Screening data: PubChem BioAssay, Broad Institute
miR-122 sensor – inhibitors of miR-122 in Huh7 cells. AID 602342. 340,000 compounds, 0.3% hits. activation (reporter increase), % at 12.5 µM. Huh7 miR-122 Renilla luciferase sensor, 48 h; neutral wells = 0, positive control = 100;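 active = mean replicate activation score at least 90 and every replicate individually at or above 90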;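 also: higher luciferase means less miR-122 activity so hits act as miR-122 inhibitors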
CFTR F508del cor – CFTR F508del correction in bronchial cells; CFBE cells, YFP halide quenching; stimulated with forskolin plus potentiator P3; % fluorescence drop versus neutral controls; activity (quench increase), % at 7.58 µM; 350,000 compounds, 0.36% hits; AID 720511;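 active = mean added fluorescence quench of at least 8% versus neutral control, with both replicates also reaching 8%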;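 also: cells transiently co-express mutant CFTR-F508del with the halide-sensitive YFP; corrector assay measuring rescue of mutant channel to the surface after 24 h compound exposure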
PGC1a acetyl inh – lowers PGC1a acetylation signal in U2OS cells; AlphaScreen anti-acetyl-lysine; with virally co-expressed GCN5 acetyltransferase; inhibition, % at 15.6 µM; 350,000 compounds, 0.17% hits;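 active = every replicate shows inhibition of at least 40%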;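 also: 0% = neutral control wells and 100% = positive control wells; some results beyond the cut were filed as inactive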
GSIS activator – primary screen for activators of insulin secretion dependent on glucose, INS-1E cells, GLuc reporter luminescence | INS-1E GLuc reporter insulin secretion, 2-3 h | activation, % at 16.6 µM | 370,000 compounds, 0.61% hits;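 active = lowest replicate activation of at least 40%, so every replicate reaches that level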;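 also: 0% = median of neutral control wells and 100% = median of IBMX positive control wells; some compounds called inactive have numbers as strong as hits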
Cneo AK release – causes C. neoformans cell lysis; adenylate kinase release luminescence, 4 h; normalised: neutral wells 0, clomiphene wells 100; lysis activity, % at 15 µM; 360,000 compounds, 0.2% hits; AID 651654;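 active = mean lysis activity across replicates of at least 80%, whatever share of replicates individually reach that level; inactive = mean lysis activity below 80%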
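Assay system: log-phase C. neoformans yeast / Quantity: yeast cell density of 5 × 10^6 cells/mL / Medium: fresh YPD growth medium / Compound: single dose / Timing: static 4 h at 37 °C with compound, 1 h detection / Measured by: adenylate kinase release luminescence / Read-out: lysis from increased AK signal / Benchmarks: Clomiphene as positive lysis control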
PglD DTNB – inhibitors of Campylobacter jejuni PglD acetyltransferase | 360,000 compounds, 0.098% hits | inhibition, % at 12.5 µM | purified PglD enzyme, DTNB colorimetric CoA detection; in the data active = inhibition above about 16%, passing the limit was not always enough; also: strong numbers were not always called active
Statin myotox sup – protects C2C12 myotubes from simvastatin toxicity. ATP luminescence, 48 h; scaled: DMSO 0, geranylgeraniol control 100. 330,000 compounds, 0.78% hits. rescue of ATP level, % at 7.49 µM. AID 602340;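 active = mean ATP rescue above about 67%, or every replicate alone reaching that limit, limit read from the data, passing the limit was not always enough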;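 also: myotubes were challenged with 10 µM simvastatin during compound exposure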
FN deposit inh – fibronectin deposition inhibition; AH1F fibroblasts, Alexa488-fibronectin deposition fluorescence, overnight; inhibition, % at 12.6 µM; 350,000 compounds, 0.086% hits;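 active = mean inhibition across replicates of 30% or more, regardless of how many single replicates reach that level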;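 also: positive control wells lacked labelled fibronectin entirely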
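material = AH1F fibroblast monolayer depositing Alexa488-labelled fibronectin into matrix | amount = 10000 AH1F cells/well | buffer or medium = DMEM plus 2% serum, read in PBS | incubation = 1 h cell adhesion before compound, then overnight fibronectin incubation | detection = fluorescence at 485 nm excitation, 525 nm emission | evaluation = percent inhibition as loss of matrix-bound fibronectin fluorescence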
* = called active by the depositor; [ ] = remark or other dose.

For C[C@@H]1CN([C@H](C)CO)C(=O)c2cc(N(C)C)ccc2O[C@@H]1CN(C)Cc1ccc(C(F)(F)F)cc1 the results were miR-122 sensor 4[16.7 µM], CFTR F508del cor -2.7, PGC1a acetyl inh -4, GSIS activator -18, Cneo AK release 15, PglD DTNB 0, Statin myotox sup 10 and FN deposit inh -11.
For Cc1csc(SCC(=O)Nc2cc(C(N)=O)cc(C(N)=O)c2)n1 the results were miR-122 sensor 0, CFTR F508del cor 1.9, PGC1a acetyl inh 5, GSIS activator 4, Cneo AK release 1, PglD DTNB -1, Statin myotox sup 0 and FN deposit inh 6.
`COc1ccc([C@@H](OC)[C@@]2(Cc3ccc(O)cc3)N=C(N)N(C)C2=O)cc1` gave miR-122 sensor 0, CFTR F508del cor -0.3, PGC1a acetyl inh 4, GSIS activator 3, Cneo AK release -1, PglD DTNB 5, Statin myotox sup 21 and FN deposit inh -3.
Cc1ccc(S(=O)(=O)Nc2cccc3c2O[C@@H](CN(C)Cc2ccncc2)[C@@H](C)CN([C@@H](C)CO)C3=O)cc1 was read as miR-122 sensor 6[16.7 µM], CFTR F508del cor -0.9, PGC1a acetyl inh 13, GSIS activator 19, Cneo AK release 0, PglD DTNB 0, Statin myotox sup -50 and FN deposit inh -8.
Screening Cc1c(C(=O)N2CCOCC2)c(S(=O)(=O)Nc2cccc(Br)c2)c(C)n1C returned miR-122 sensor 56, CFTR F508del cor -0.5, PGC1a acetyl inh 17, GSIS activator 8, Cneo AK release 1, PglD DTNB 0, Statin myotox sup -2 and FN deposit inh -4.
For Cc1nn(-c2ccccc2)c2[nH]c(=O)cc(C(F)F)c12 the results were miR-122 sensor 3, CFTR F508del cor -3.3, PGC1a acetyl inh 8, GSIS activator 45, Cneo AK release 0, PglD DTNB 4, Statin myotox sup -4 and FN deposit inh 1.
Screening O=C1CCCN1CCCNS(=O)(=O)c1ccc(Cl)c(C(=O)N2CCOCC2)c1 returned miR-122 sensor -8, PGC1a acetyl inh 7, Cneo AK release 0, PglD DTNB 3, Statin myotox sup 1 and FN deposit inh 2.
For CC(=O)Nc1nc(-c2ccc(-c3ccccc3)cc2)cs1 the results were miR-122 sensor -10, CFTR F508del cor 1.0, PGC1a acetyl inh -17, GSIS activator 12, Cneo AK release -22, PglD DTNB 0, Statin myotox sup 3 and FN deposit inh 2.
`COC(=O)CN1C(=O)C2(C(C#N)=C(N)Oc3n[nH]c(-c4cccs4)c32)c2ccccc21` (stereo unspecified) gave miR-122 sensor 1, PGC1a acetyl inh 7, Cneo AK release 1, PglD DTNB 1, Statin myotox sup 6 and FN deposit inh -11.
For NC(=O)CC(NC(=O)c1ccccc1)c1ccc(NCCc2ccc(Cl)cc2)c([N+](=O)[O-])c1 (stereo unspecified) the results were miR-122 sensor 5, CFTR F508del cor 3.1, PGC1a acetyl inh -3, GSIS activator 34, Cneo AK release -1, PglD DTNB -3, Statin myotox sup 23 and FN deposit inh -2.
O=C(C[C@H]1CC[C@@H]2[C@H](COC[C@@H](O)CN2C(=O)Nc2ccc(C(F)(F)F)cc2)O1)NCC1CC1 was read as miR-122 sensor -8[16.7 µM], CFTR F508del cor 2.9, PGC1a acetyl inh -4, GSIS activator -14, Cneo AK release -1, PglD DTNB 1, Statin myotox sup -39 and FN deposit inh 4.
COCCn1c(CNc2ccc(F)cc2)nnc1SCC(=O)Nc1ccc(OC)cc1OC was read as miR-122 sensor 5, PGC1a acetyl inh 14, GSIS activator -3, Cneo AK release -4 and PglD DTNB -1.
For CC(C)C[C@@H](CO)N1CCN(Cc2cccc(C#N)c2)CCC1=O the results were miR-122 sensor -1, CFTR F508del cor 3.3, PGC1a acetyl inh -11, GSIS activator -7, Cneo AK release 0, PglD DTNB -5, Statin myotox sup -1 and FN deposit inh 6.
For COc1ccc(COC[C@]23NC(=O)N[C@H](c4ccccc4O2)[C@H]3CO)cc1 the results were CFTR F508del cor 1.6, PGC1a acetyl inh 0, Cneo AK release -3 and PglD DTNB -1.
`CCN1[C@H](C(=O)NCCN2CCCCC2)[C@@H](CO)[C@@H]2Cn3c(ccc(-c4ccc(OC)cc4)c3=O)[C@@H]21` gave GSIS activator 11, Cneo AK release -2, PglD DTNB -2 and Statin myotox sup -1.
CCn1c(SCC(=O)Nc2ccccc2)nc2ccccc2c1=O was read as CFTR F508del cor 0.2, GSIS activator 8, Cneo AK release 1, PglD DTNB -3, Statin myotox sup 7 and FN deposit inh 1.
COCCn1cc(C(=O)N2CCN(C)CC2)c2c3ccccc3n(C)c2c1=O was read as miR-122 sensor -6, PGC1a acetyl inh -2, GSIS activator -6, Cneo AK release 6, PglD DTNB 5, Statin myotox sup -16 and FN deposit inh -8.
Screening CCCNC(=O)[C@H]1[C@H](CO)[C@H]2Cn3c(ccc(-c4ccccc4)c3=O)[C@H]2N1C(=O)c1ccccc1F returned miR-122 sensor -2[16.7 µM], CFTR F508del cor -0.7, GSIS activator -1, Cneo AK release -2, PglD DTNB -1 and Statin myotox sup 12.
`CCCCNC(=O)CCC(=O)Nc1ccc2nc(N3CCN(C)CC3)cc(C)c2c1` gave miR-122 sensor 3, CFTR F508del cor -0.2, PGC1a acetyl inh 1, GSIS activator 12, Cneo AK release 1, PglD DTNB -6, Statin myotox sup 9 and FN deposit inh -2.
For CCn1c(SCC(=O)Nc2ccccc2OC)nnc1-c1cnccn1 the results were miR-122 sensor -2, PGC1a acetyl inh -10, Cneo AK release 3, PglD DTNB -5, Statin myotox sup 7 and FN deposit inh 4.

Grouped by structure, the entries above containing an aryl thioether with sulfur outside any ring.
For Cc1csc(SCC(=O)Nc2cc(C(N)=O)cc(C(N)=O)c2)n1 the results were miR-122 sensor 0, CFTR F508del cor 1.9, PGC1a acetyl inh 5, GSIS activator 4, Cneo AK release 1, PglD DTNB -1, Statin myotox sup 0 and FN deposit inh 6.
COCCn1c(CNc2ccc(F)cc2)nnc1SCC(=O)Nc1ccc(OC)cc1OC was read as miR-122 sensor 5, PGC1a acetyl inh 14, GSIS activator -3, Cneo AK release -4 and PglD DTNB -1.
CCn1c(SCC(=O)Nc2ccccc2)nc2ccccc2c1=O was read as CFTR F508del cor 0.2, GSIS activator 8, Cneo AK release 1, PglD DTNB -3, Statin myotox sup 7 and FN deposit inh 1.
For CCn1c(SCC(=O)Nc2ccccc2OC)nnc1-c1cnccn1 the results were miR-122 sensor -2, PGC1a acetyl inh -10, Cneo AK release 3, PglD DTNB -5, Statin myotox sup 7 and FN deposit inh 4.

Later entries:
Screening COc1ccc(S(=O)(=O)N2CCC(C(=O)Nc3nnc(CCN4CCCCC4)s3)CC2)cc1 returned miR-122 sensor 6, PGC1a acetyl inh 2, GSIS activator 11, Cneo AK release 0, PglD DTNB 1, Statin myotox sup 8 and FN deposit inh 11.
For CCN(CC1CCCO1)C(=O)C1CCN(C2CCN(Cc3ccccc3C)CC2)CC1 (stereo unspecified) the results were CFTR F508del cor 0.6, GSIS activator -1, Cneo AK release -2, PglD DTNB 12 and Statin myotox sup -1.
COCCCNC(=O)C(=O)Nc1cc2c3c(c1)CCN3C(=O)CC2 was read as miR-122 sensor -1, CFTR F508del cor 0.3, PGC1a acetyl inh 7, GSIS activator 15, Cneo AK release 1, PglD DTNB -3, Statin myotox sup 26 and FN deposit inh 7.
CCOC(=O)N1CCc2c(sc3c2c(=O)n(Cc2ccccc2)c(=O)n3CC(=O)NCC2CCCO2)C1 (stereo unspecified) was read as CFTR F508del cor 1.9, PGC1a acetyl inh -2, GSIS activator 0, Cneo AK release -2, PglD DTNB 3, Statin myotox sup 41 and FN deposit inh 1.
For CCOc1ccc(/C=N/OC(C)C(=O)NCc2ccc3c(c2)OCO3)cc1 (stereo unspecified) the results were miR-122 sensor -5, CFTR F508del cor -0.4, PGC1a acetyl inh 4, GSIS activator -15, Statin myotox sup 5 and FN deposit inh 2.
`Cc1ccccc1S(=O)(=O)NC(=O)C1(C)CCN1C(=O)C/C=C/c1ccccc1` (stereo unspecified) gave miR-122 sensor -3, CFTR F508del cor 1.7, PGC1a acetyl inh -3, GSIS activator 2, Cneo AK release -1, PglD DTNB 1, Statin myotox sup 6 and FN deposit inh -4.
For CC(C)C#Cc1ccc([C@@H]2[C@@H](CO)N3C(=O)CN(C(=O)NC4CCCCC4)C[C@@H]23)cc1 the results were CFTR F508del cor 0.6, PGC1a acetyl inh 11, GSIS activator 0 and FN deposit inh 0.
Screening COc1ccc(C(=O)NC(=S)Nc2nc(C)c(C(=O)N(C)C)s2)cc1 returned miR-122 sensor -4, PGC1a acetyl inh -9, GSIS activator -10, Cneo AK release -7, PglD DTNB -1, Statin myotox sup 1 and FN deposit inh 8.
For CCN1C(=O)/C(=C/c2c(C)nn(C)c2C)SC1=S the results were miR-122 sensor -2, CFTR F508del cor -0.7, PGC1a acetyl inh -1, GSIS activator 15, Cneo AK release -1, PglD DTNB -17 and Statin myotox sup -15.
Cc1nnc(NC(=O)CSc2cn(Cc3ccccc3)c3ccccc23)s1 was read as miR-122 sensor 4, CFTR F508del cor -0.9, PGC1a acetyl inh -15, GSIS activator 5, Cneo AK release 1, PglD DTNB -4, Statin myotox sup 4 and FN deposit inh -3.
